Screens as filed in PubChem BioAssay.
beta cell repl = inducers of MIN6 beta-cell proliferation, primary screen, ATP luminescence, uHTS; MIN6 cells proliferation, ATPlite luminescence, 48 h; cells starved in 0.2% serum; 100% = growth in 10% serum; proliferation, % at 10 µM; hit rate 0.29% among 330,000;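 active means compounds whose signal lies at least 3.5 SD above the mean of all wells on their plate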;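 further: 0% = DMSO-treated cells in low-serum medium and 100% = 10% serum control; some compounds called inactive have numbers as strong as hits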
hIAP block = human IAP inhibitors, primary screen, biochemical, luminescence, uHTS | inhibition, % at 10 µM | purified IAP, CDP-Star luminescence, 30 min | hit rate 0.12% among 330,000 | Intestinal-type alkaline phosphatase (Homo sapiens), P09923;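 active means inhibition reaching a set limit with compound at 10 µM in the primary screen, cut at about 35% in these data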;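 further: plate controls were DMSO wells with enzyme for no effect and no-enzyme buffer wells for full effect; values of inactives mirror those of a sister screen read the other way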
Target sequence (P09923 whole entry, looked up): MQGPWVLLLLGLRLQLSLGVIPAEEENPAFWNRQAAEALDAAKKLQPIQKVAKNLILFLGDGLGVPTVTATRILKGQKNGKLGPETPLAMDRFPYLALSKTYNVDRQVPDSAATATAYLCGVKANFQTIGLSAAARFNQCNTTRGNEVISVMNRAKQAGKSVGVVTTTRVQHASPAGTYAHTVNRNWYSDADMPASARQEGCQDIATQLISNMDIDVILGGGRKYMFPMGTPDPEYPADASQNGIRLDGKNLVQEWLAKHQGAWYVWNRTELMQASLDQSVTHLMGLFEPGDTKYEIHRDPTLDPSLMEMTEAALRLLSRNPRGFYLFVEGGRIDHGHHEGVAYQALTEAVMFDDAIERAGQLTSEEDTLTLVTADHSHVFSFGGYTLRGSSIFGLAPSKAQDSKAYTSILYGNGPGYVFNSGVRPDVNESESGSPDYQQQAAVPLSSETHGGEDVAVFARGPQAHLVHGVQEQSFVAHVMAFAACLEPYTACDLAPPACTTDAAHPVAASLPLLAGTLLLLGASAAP
mIAP act = activators of mouse IAP, primary screen, biochemical, luminescence, uHTS; muIAP, CDP-Star luminescence, 30 min; active compounds read high; 1 = vehicle-only enzyme signal, 0 = enzyme-free wells; hit rate 0.24% among 330,000; activation factor at 10 µM;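 active means activation factor of at least 2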; further: the source names both 10 and 20 µM as test concentration; values of inactives mirror those of a sister screen read the other way
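System: Mouse IAP enzyme | Also added: CDP-Star substrate | Dosing: Compounds dispensed in DMSO | Schedule: 30 min enzyme-substrate-compound incubation at room temperature | Technique: Chemiluminescence readout | Control set: DMSO-only wells and no-enzyme negative control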
TIM10 inh = growth inhibitors of isogenic TIM10 control yeast, primary screen, counter-screen for tim10-1 yeast inhibitor project, luminescence, uHTS. S. cerevisiae TIM10 strain growth, BacTiter-Glo luminescence, 24 h. inhibition, % at 10 µM. AID 463195, 2010. hit rate 1.4% among 330,000;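 active means inhibition of 40% or more at the single tested concentration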;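 further: wild-type TIM10 isogenic control strain grown at permissive 25 °C; 0% = DMSO yeast wells and 100% = minimal medium wells without yeast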
NLRP3 yeast inh = NALP3 inflammasome inhibitors in reconstituted yeast, primary screen, luminescence, uHTS; Yeast reconstituted NLRP3/ASC/caspase-1, beta-gal luminescence, 24 h; inhibition, % at 10 µM; hit rate 0.39% among 330,000; AID 2825, 2010;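 active means inhibition of 50% or more; inactive means inhibition below 50%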;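 further: plate controls were induced DMSO wells for no effect and uninduced yeast grown without galactose for full effect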
tim10-1 inh = growth inhibitors of tim10-1 mutant yeast, primary screen, luminescence, uHTS. S. cerevisiae tim10-1 ts strain growth, BacTiter-Glo, 24 h. inhibition, % at 20 µM. hit rate 2.2% among 330,000. AID 463190, 2010;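 active means inhibition of at least 40%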;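 further: mutant grown at 25 °C; 0% = DMSO wells with yeast and 100% = wells holding no yeast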
A3G deaminase = APOBEC3G DNA deaminase inhibitors, primary screen, biochemical, fluorescence, single-stranded DNA substrate, uHTS; DNA dC->dU-editing enzyme APOBEC-3G (Homo sapiens), Q9HC16; recombinant A3G, ssDNA deamination FAM/TAMRA fluorescence; inhibition, % at 20 µM; hit rate 0.28% among 330,000; AID 493012, 2011;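 active means inhibition of at least 40% at 20 µM, with no more than 30% in the related APOBEC3A deaminase screen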;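 further: plate controls were DMSO wells with A3G for no effect and wells lacking A3G enzyme for full effect; some compounds called inactive have numbers as strong as hits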
APOBEC3A inh = APOBEC3A ssDNA deaminase inhibitors, primary screen, selectivity assay for APOBEC3G inhibitor project, biochemical, FAM/TAMRA oligo cleavage fluorescence. hit rate 0.41% among 330,000. DNA dC->dU-editing enzyme APOBEC-3A (Homo sapiens), P31941. inhibition, % at 20 µM. AID 493011, 2011. recombinant A3A, FAM/TAMRA ssDNA deamination fluorescence;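 active means at least 40% inhibition at 20 µM here, with at most 30% in a related deaminase screen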;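 further: plate controls were A3A with DMSO for no effect and wells lacking A3A enzyme for full effect; some results filed as inactive read as strong as hits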
Target sequence (P31941 whole entry, looked up): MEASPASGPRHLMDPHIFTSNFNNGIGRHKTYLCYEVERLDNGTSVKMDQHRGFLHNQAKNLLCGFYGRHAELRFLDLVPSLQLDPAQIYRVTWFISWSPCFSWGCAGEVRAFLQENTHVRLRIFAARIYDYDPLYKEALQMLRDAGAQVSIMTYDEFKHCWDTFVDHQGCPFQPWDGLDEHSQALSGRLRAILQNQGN
mIAP block = inhibitors of mouse IAP, primary screen, biochemical, luminescence, uHTS; inhibition, % at 10 µM; hit rate 0.2% among 330,000; purified mouse IAP, CDP-Star luminescence, 30 min; intestinal alkaline phosphatase [Mus musculus];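 active means inhibition of at least 40% at 10 µM in the primary screen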;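 further: plate controls were DMSO with enzyme for no effect and no enzyme wells for full effect; values of inactives mirror those of a sister screen read the other way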
Numbers without * were called inactive.

Below each SMILES – beta cell repl, hIAP block, mIAP act, TIM10 inh, NLRP3 yeast inh, tim10-1 inh, A3G deaminase, APOBEC3A inh, mIAP block
CCNC(=O)CC1C(=O)N(CC)C(=S)N1NC(=O)c1ccc(Cl)cc1 (stereo not given)
  4, 3, 1, 10, 7, -5, -4, -3, -4
Cc1ccc(-n2c(=S)[nH]c3sc4c(c3c2=O)CCc2ccccc2-4)cc1
  -6, 2, 0.9, -5, 6, 5, -6, -4, 10
COc1ccc(C2CC3(O)CC(C#N)(C(=O)N3)C2(C#N)C#N)cc1 (stereo not given)
  -1, -18, 1, 15, 22, 0, -5, 2, -2
CCN(CCCNC(=O)CCCCn1c(=O)[nH]c2ccccc2c1=O)c1ccccc1
  -3, 7, 1, 6, 1, 8, -6, -2, -2
Cc1ccc(Cl)cc1NC(=O)COC(=O)CC1CC2CCC1C2 (stereo not given)
  3, -9, 0.98, 13, 13, 27, 1, 1, 2
COc1ccccc1OCCOc1ccccc1/C=N/n1cnnc1
  -2, -15, 1.1, 13, 18, 19, 12, 7, -5
O=C(NCCCN1CCOCC1)c1ccc2c(c1)N(Cc1ccccc1)CCS2
  -1, -7, 0.99, -17, 2, -8, 1, 4, 1
CCn1c2ccccc2c2cc(NC(=O)C(C)C)ccc21
  -2, 1, 1, 2, 19, 8, -7, -4, -4
O=C(NCC1CCCO1)C1CCN(S(=O)(=O)c2ccc(Br)cc2)CC1 (stereo not given)
  0, 9, 1.1, 1, 14, 12, 6, 2, -10
COc1ccccc1-n1c(CNC(=O)c2ccco2)nnc1SCC(=O)Nc1ccc(F)cc1
  0, 24, 0.91, -6, 8, 5, 1, -1, 10
CC(C)(C)NS(=O)(=O)c1ccc(CCC(=O)Nc2cc(Cl)ccc2Oc2ccccc2)cc1
  -4, 5, 1, -3, 3, 22, 0, 1, -4
COc1cccc(/C=C/C(=O)OCC(=O)c2c[nH]c3ccccc23)c1OC
  3, 7, 0.82, 10, 11, 22, -3, 1, 18
CCOc1ccc(NC(=O)c2cc(SC)ccc2Cl)cc1
  0, 3, 1, 4, 21, 11, -9, 2, -3
Clc1ccccc1-c1nc(-c2ccccc2)n[nH]1
  -2, 19, 0.95, 28, 27, 15, -1, 0, 5
O=S(=O)(Nc1ccncc1Cl)c1ccc2ccccc2c1
  -4, -5, 1, 8, -7, 16, 0, 0, -2
C=CCN(c1ccc(F)cc1)S(=O)(=O)c1cc(C(=O)OCC(=O)N(C)C2CCS(=O)(=O)C2)ccc1Cl (stereo not given)
  1, 16, 0.99, 8, 10, 13, -2, 4, 1
N#C/C(C(=O)N1CCCCC1)=C1\Nc2ccccc2S1
  -3, 1, 1, -19, 4, 28, -6, -4, -1
COc1ccc(NC(=O)c2ccc(NS(=O)(=O)c3cccc4cccnc34)cc2)cc1
  -3, -12, 1, 10, 10, -6, -4, -2, -2
Cc1ccc(C)c(SCC(=O)Nc2cccc(S(=O)(=O)NC3=NCCCCC3)c2)c1
  0, -10, 1.2, 21, -6, 21, -10, -2, -20
COc1ccc(/C=C/C(=O)NC(=S)N2CCN(c3ccccc3OC)CC2)cc1
  -3, 8, 0.97, 9, 9, 14, -6, -2, 3

Reformatted as comma-separated lines: part of the list above.
Compound,beta cell repl,hIAP block,mIAP act,TIM10 inh,NLRP3 yeast inh,tim10-1 inh,A3G deaminase,APOBEC3A inh,mIAP block
Cc1ccc(C)c(SCC(=O)Nc2cccc(S(=O)(=O)NC3=NCCCCC3)c2)c1,0,-10,1.2,21,-6,21,-10,-2,-20
COc1ccc(/C=C/C(=O)NC(=S)N2CCN(c3ccccc3OC)CC2)cc1,-3,8,0.97,9,9,14,-6,-2,3

(cont.)
Below each SMILES – beta cell repl, hIAP block, mIAP act, TIM10 inh, NLRP3 yeast inh, tim10-1 inh, A3G deaminase, APOBEC3A inh, mIAP block
Cc1cccc(N2CCN(C(=O)Cn3nc(Cc4ccncc4)c4ccccc4c3=O)CC2)c1C
  -1, 11, 1, 15, 9, 24, -3, -6, -3
O=C(COc1ccccc1[N+](=O)[O-])OCCCOC(=O)COc1ccccc1[N+](=O)[O-]
  1, 8, 0.94, 5, 15, 13, -3, 0, 6
CC(=O)c1ccn(S(=O)(=O)c2ccccc2)c1
  3, -7, 1.1, 13, -12, 11, -5, -5, -8
Cc1nnc(Oc2ccccc2)c2ccccc12
  -3, 5, 1.2, 12, 16, 25, -4, -4, -18
Cc1cc(S(=O)(=O)NCc2ccccc2)ccc1OCC(=O)N1CCCC1
  2, 10, 0.96, 11, -9, 7, -4, -4, 4
c1ccc(Cn2nnnc2C(c2ccncc2)N2CCOCC2)cc1 (stereo not given)
  -3, 12, 1, 18, 4, 14, -7, -4, -1
COC(=O)C1CN(C(=O)C(C)Oc2cccc(C)c2C)c2ccccc2O1 (stereo not given)
  6, -1, 1, 25, 2, 12, -7, -6, 0
CCCc1cc(=O)oc2cc(C)cc(OC(C)C(=O)NCCN3CCOCC3)c12 (stereo not given)
  -2, 7, 1.1, 2, 2, -2, 4, 2, -11
CCOc1ccc(NC(=S)NC(=O)c2cccnc2)c([N+](=O)[O-])c1
  -2, 14, 0.96, -20, 27, -24, -4, -3, 4
O=C(NCc1cccc(Cl)c1)N1CCN(S(=O)(=O)c2ccccc2F)CC1
  1, 8, 1, 24, 7, 0, -12, -7, -1
CC1CC(C)CN(C(=O)COC(=O)CNC(=O)C23CC4CC(CC(C4)C2)C3)C1 (stereo not given)
  -2, 10, 0.96, 6, 2, 6, -7, -2, 4
CC1CCN(c2ccc(NC(=S)NC(=O)c3ccc(-c4cccc([N+](=O)[O-])c4)o3)cc2)CC1
  -5, 32, 0.82, 8, 13, 21, -6, -1, 18
O=C(CN1CCN(C/C=C/c2ccccc2)CC1)NCc1ccccc1
  -2, 2, 1, -12, 2, 5, -1, 0, 0
O=C(Nc1nnc(-c2ccc3c(c2)CCCC3)o1)C1CCCCC1
  -1, -17, 1.1, -25, 14, -44, -9, -2, -7
O=C(Cc1ccccc1)N(c1ccc(F)cc1)C1C=CS(=O)(=O)C1 (stereo not given)
  0, 1, 1.1, 8, 2, 11, 0, 0, -9
CC(C)(C)CN1CCNC(=O)C1CC(=O)N1CCOc2ccccc2C1 (stereo not given)
  -1, -6, 1.1, -10, -9, 5, -6, -3, -8
CN(C)C(CNC(=O)CCS(=O)(=O)c1ccccc1)c1ccccc1 (stereo not given)
  0, -4, 0.96, 0, 12, 10, 0, 1, 4
O=C(O)CC(NC(=O)OCc1ccccc1)c1ccccc1 (stereo not given)
  -2, -9, 0.98, 7, -2, 4, -6, 0, 2
CCCCCC(=O)Nc1nc(C)c(-c2csc(Nc3ccc(Cl)cc3)n2)s1
  -8, -17, 0.79, 28, 12, 41*, -2, -2, 21
O=[N+]([O-])c1cc(F)c(N2CCCCC2)cc1N1CCOCC1
  -2, 16, 0.93, 18, -3, 25, -5, -2, 7
CC(C)CCNC(=O)C(C)N(C(=O)c1snc(C(N)=O)c1N)c1cnc2ccccc2c1 (stereo not given)
  -1, -4, 0.95, -3, 5, 1, -7, 0, 5
CCc1ccc(S(=O)(=O)Nc2ccc(-c3ccc4nnc(C)n4n3)cc2)s1
  0, -3, 1, 10, 11, 10, -4, -4, -4
O=[N+]([O-])c1ccc([N+](=O)[O-])c(Nc2ccc(N3CCOCC3)cc2)c1
  2, 8, 0.89, 2, 16, 2, 0, -4, 11
O=c1cc2c(nn1Cc1ccccc1Cl)-c1ccccc1CC2
  -2, 12, 0.9, 7, 17, 24, -2, 2, 10
CCCCNC(=S)Nc1ccc2nc3n(c(=O)c2c1)CCCCC3
  -1, -20, 1.1, -2, -6, -9, -10, -6, -9
COc1ccc(C=O)cc1C1=CC(=O)C[C@H](c2ccc(Cl)cc2)C1
  -7, 13, 0.86, 7, -3, 11, -3, 0, 14
CC(=O)N1c2ccc(N=Cc3cc(Br)cc(Br)c3O)cc2CC1C (stereo not given)
  -6, 4, 0.86, 73*, 12, 35, -5, 0, 14
CC1CCCCC1NC(=O)COc1cccnc1[N+](=O)[O-] (stereo not given)
  -4, 9, 1, -8, 14, 4, -5, -1, 0
COc1ccc(N2C(=O)CCC(C(C)=O)=C2C)cc1
  1, -6, 1, 13, -7, 11, 1, 5, -5
CCOc1ccc(NC(=O)CCS(=O)(=O)c2ccc(Br)cc2)cc1
  -3, 8, 1, 21, 2, 0, 26, 19, -3
CCC(C(=O)NC(C)c1ccccc1)C(=O)NC(C)c1ccccc1 (stereo not given)
  -4, -4, 1.1, 22, -2, 7, -7, -3, -6
CC(C)CNC(=O)c1cccc(NC(=O)Cc2ccc(Br)cc2)c1
  0, 11, 1.2, -8, 9, 11, -2, -2, -16
C=CCNC(=S)N1CCC(C(=O)c2ccc(C)cc2)CC1
  0, 0, 0.87, 12, -31, 26, -5, -3, 13
O=C(O)CCn1cc(/C=N/O)c(-c2cccc([N+](=O)[O-])c2)n1
  -2, -7, 1, -4, 13, 6, -1, 3, -1
COc1ccccc1N1CCN(c2ncnc3c2oc2ccccc23)CC1
  -5, 3, 0.96, 32, 34, 34, -4, -2, 4
CCN1C(=O)c2ccc(C(=O)Nc3c(C)cc(C)cc3C)cc2C1=O
  -1, -21, 1.1, -5, 26, -9, -10, -5, -5
Cc1cc2c(C)nc(N/N=C/c3ccc(F)cc3)nc2o1
  3, -1, 0.97, 13, 16, 20, -5, 1, 3
COC(=O)N/N=C/c1ccccc1OCc1ccccc1
  0, 13, 1, 36, 35, 30, -3, 4, -1
Cc1ccc(C)c2sc(N3CCN(C(=O)c4ccc([N+](=O)[O-])o4)CC3)nc12
  -6, -4, 0.86, -102, 35, 70*, -7, -1, 14
CCOC(=O)c1csc(NC(=O)c2cc(OC)c(OC)c(OC)c2)n1
  -4, 3, 1, 17, -56, 36, 4, 1, -5
